ELG1 DNA repair: ELG1-dependent DNA repair inhibition; HEK293T ELG1-luciferase reporter, luminescence, 16 h; DNA damage induced by 5-fluorouridine; Potency, µM (titrated, usually from 46.1 µM), for the others: at the highest dose activity change, negative = inhibition, usual class: inhibitors; hit rate 2.3% among 330,000; AID 504467; note: potency is the fitted concentration of half-maximal effect; % is set by controls: 0 for no effect and ±100 for the full control effect; nearly all actives have a fitted effect of over 55% in size
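Step one: seed 2,000 cells per well. Step two: pin-transfer compound or DMSO alongside 5-fluorouridine. Step three: incubate 16 hr, 37 °C, 5% CO2. Step four: add ONE-Glo, wait 30 min, read luminescence.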
Menin-MLL TR inh: inhibitors of human menin-MLL interaction, mutant MLL peptide | AID 1768 | Potency, µM (series often up to 61.6 µM), without a hit: at the highest dose FP activity change, negative = inhibition, actives largely listed as inhibitors | Menin + Texas Red MLL mutant peptide, fluorescence polarization | O00255 | hit rate 0.23% among 270,000; active = well fitted inhibition curve with a large enough effect in the polarisation, with a control signal flat, not every such curve was filed as active; inconclusive = small, poorly fitted or top-dose-only effect, or effect the other way, or a change in a side signal; inactive = no such curve, though single readings can be large or run the other way; the % refers to the polarisation; note: potency is the fitted concentration of half-maximal effect; % of control where 0% means no effect; many of its hits are not listed in these tables
Rab9 prom act: activators of Rab9 promoter; Potency, µM (series often up to 9.22 µM), for inactives: top-dose activation, negative = inhibition, actives largely listed as activators; hit rate 2.8% among 320,000; Huh7 Rab9 promoter-luciferase reporter, luminescence, 24 h; note: potency is the fitted concentration of half-maximal effect; % of control where 0% means no effect; nearly all actives have a fitted effect of over 60% in size
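Measured in stably transfected Huh7 cells bearing a Rab9 promoter–luciferase construct: 24 h compound treatment at 37 °C, followed by luminescence detection.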
MBNL1-CUG inh: blocks human MBNL1 binding to CUG repeat RNA. TR-FRET MBNL1-His/biotin-(CUG)12 binding, 665/545 ratio. hit rate 0.036% among 280,000. Potency, µM (series often up to 57.5 µM), inactives show top-dose activity change, negative = inhibition, hits mostly inhibitors. AID 2675. Q9NR56; active = well fitted inhibition curve with a large enough effect in the signal ratio, with a control signal flat, not every such curve was filed as active; inconclusive = small, poorly fitted or top-dose-only effect, or effect the other way, or a change in a side signal; inactive = no such curve, though single readings can be large or run the other way; the % refers to the signal ratio; note: potency is the fitted concentration of half-maximal effect; % is set by controls: 0 for no effect and ±100 for the full control effect
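Compound titration spanned 92 nM–58 uM against the MBNL1-His/biotin-(CUG)12 complex. After 60 min at room temperature with 5 nM streptavidin-XL665 and 0.055 ng/ul terbium anti-His, ratiometric 665/545 nm emission (Ex 340 nm) normalized to controls.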
Gal4-VP16 FLuc: counter-screen for ROR gamma inhibitors: Gal4-VP16 reporter. AID 2546. Potency, µM (doses to about 53.6 µM), for inactives: top-dose activity, negative = inhibition, most hits filed as inhibitors. hit rate 3.5% among 310,000. Drosophila S2 Gal4-VP16 UAS-luciferase, luminescence, 20 h;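 note: Gal4-VP16 expression switched on by copper sulfate through the metallothionein promoter; potency is the fitted concentration of half-maximal effect; % is set by controls: 0 for no effect and ±100 for the full control effect; nearly all actives have a fitted effect of over 50% in size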
Mito fusion act: inhibitors of mitochondrial division or activators of mitochondrial fusion; hit rate 0.23% among 320,000; S. cerevisiae fusion-defective mutant growth rescue, CellTiterGlo 48 h; AID 485298; Potency, µM (top dose mostly 46.1 µM), for inactives: at the top dose growth rescue (activation), actives largely listed as activators;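 note: potency is the fitted concentration of half-maximal effect; % of control where 0% means no effect; nearly all actives have a fitted effect of over 45% in size; temperature-sensitive fusion mutants such as fzo1-1 at 37 °C on non-fermentable ethanol glycerol medium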
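Yeast fusion mutant, YPEG (non-fermentable carbon), compound, 48 h at 37C non-permissive; CellTiterGlo added, 10 min RT, luminescence read. Rescued growth = division inhibition.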
KCNH2 3.1 inh: inhibitors of human KCNH2 3.1 potassium channel isoform; U2OS KCNH2 3.1, thallium flux FluxOr; active compounds read low; hit rate 0.95% among 340,000; AID 720553; activity change, % (tested at about 1.8 µM);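 active = maximum activity change below -70%; inconclusive = maximum activity change from -70% to -50%; inactive = maximum activity change above -50%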;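 note: thallium influx rate constant from kinetic fluorescence after stimulation buffer; % is set by controls: 0 for no effect and ±100 for the full control effect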
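Thallium flux read-out: FluxOr dye with Red40 quencher in HBSS/HEPES, 45 min at RT. Rate constants from kinetic reads were normalized to positive and negative DMSO controls. Cells: U2OS virally expressing the 3.1 isoform.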
PKM2 activator: PKM2 (human) enzyme activation; P14618; Potency, µM (top dose mostly 57.5 µM), for the others: at the top dose activation, usual class: activators; hit rate 0.34% among 260,000; purified PKM2, Kinase-Glo ATP luminescence, activation; response scale: 0% is enzyme alone, no compound; AID 1631; note: potency is the fitted concentration of half-maximal effect; % is set by controls: 0 for no effect and ±100 for the full control effect; nearly all actives have a fitted effect of over 55% in size
Target sequence (P14618 whole entry, looked up): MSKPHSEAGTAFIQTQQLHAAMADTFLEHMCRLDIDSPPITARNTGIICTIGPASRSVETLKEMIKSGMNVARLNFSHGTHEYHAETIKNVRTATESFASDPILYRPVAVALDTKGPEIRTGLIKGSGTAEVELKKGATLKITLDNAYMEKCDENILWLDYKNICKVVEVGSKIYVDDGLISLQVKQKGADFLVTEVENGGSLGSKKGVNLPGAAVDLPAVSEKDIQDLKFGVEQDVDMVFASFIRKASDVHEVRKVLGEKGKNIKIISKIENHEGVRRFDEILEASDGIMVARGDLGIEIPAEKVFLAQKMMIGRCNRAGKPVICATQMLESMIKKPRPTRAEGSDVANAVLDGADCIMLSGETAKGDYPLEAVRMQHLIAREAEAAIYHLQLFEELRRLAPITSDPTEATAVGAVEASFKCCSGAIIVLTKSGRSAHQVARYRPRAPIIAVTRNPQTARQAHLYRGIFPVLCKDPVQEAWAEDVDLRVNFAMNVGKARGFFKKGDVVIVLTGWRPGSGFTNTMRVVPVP
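Purified hPK-M2 (>95% pure) converted ADP (0.1 mM final) to ATP with 0.5 mM PEP in 50 mM imidazole pH7.2, KCl, MgCl2, Tween 20, BSA; 1 h at room temperature. ATP detected by Kinase-Glo luminescence.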
NPC1 promoter act: activators of NPC1 promoter | Huh7 NPC1 promoter luciferase reporter, 24 h | Potency, µM (doses to about 9.22 µM), inactives show at the highest dose activation, actives largely listed as activators | hit rate 2.4% among 320,000 | AID 485313;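 note: potency is the fitted concentration of half-maximal effect; % of control where 0% means no effect; nearly all actives have a fitted effect of over 60% in size; reporter is driven by a mutant NPC1 promoter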
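NPC1 promoter–luciferase Huh7 cells; 24 h compound; luminescence.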
FLuc counter: counter-screen for miR-21 project: firefly luciferase inhibitors or activators; hit rate 6.9% among 360,000; Potency, µM (top dose mostly 57.5 µM), for inactives: at the top dose activity change, negative = inhibition, most hits filed as inhibitors; P08659; AID 588342; purified FLuc, Km substrates, luminescence inhibition;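 note: potency is the fitted concentration of half-maximal effect; plate controls were vehicle for no effect and reference inhibitor for full effect; nearly all actives have a fitted effect of over 55% in size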
Target sequence (P08659 whole entry, looked up): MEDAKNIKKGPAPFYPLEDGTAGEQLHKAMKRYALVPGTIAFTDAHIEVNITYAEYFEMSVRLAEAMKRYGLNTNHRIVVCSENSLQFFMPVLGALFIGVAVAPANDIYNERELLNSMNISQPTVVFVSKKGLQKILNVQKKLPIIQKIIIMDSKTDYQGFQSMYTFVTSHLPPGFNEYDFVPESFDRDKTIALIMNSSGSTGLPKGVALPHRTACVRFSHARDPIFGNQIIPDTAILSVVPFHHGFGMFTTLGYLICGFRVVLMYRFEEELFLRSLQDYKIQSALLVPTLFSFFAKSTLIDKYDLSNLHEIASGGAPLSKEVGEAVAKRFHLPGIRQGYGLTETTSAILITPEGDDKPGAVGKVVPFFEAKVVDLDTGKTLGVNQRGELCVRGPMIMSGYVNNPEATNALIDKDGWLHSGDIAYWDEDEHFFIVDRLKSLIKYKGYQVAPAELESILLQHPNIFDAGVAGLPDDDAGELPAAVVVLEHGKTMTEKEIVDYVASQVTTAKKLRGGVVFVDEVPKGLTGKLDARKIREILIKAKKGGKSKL
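Purified P. pyralis luciferase, 10 nM final, with Km-level 10 uM D-luciferin and 10 uM ATP in 50 mM Tris acetate pH 7.5, 10 mM Mg acetate, 0.01% Tween-20, 0.05% BSA; 6-point qHTS titration about 60 µM downward; luminescence read.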
RORgamma inh: blocks mouse ROR gamma transcriptional activity; P51450; AID 2551; Potency, µM (titrated, usually from 53.6 µM), for inactives: top-dose activity change, negative = inhibition, usual class: inhibitors; hit rate 5.4% among 310,000; Drosophila S2 Gal4-RORgamma UAS-luciferase reporter, 20 h; note: potency is the fitted concentration of half-maximal effect; % is set by controls: 0 for no effect and ±100 for the full control effect; nearly all actives have a fitted effect of over 60% in size
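Drosophila Schneider cells stably carrying a metallothionein-driven Gal4 DBD–ROR gamma fusion and a UAS-Photinus luciferase reporter were exposed to compound for 1 hr, then induced with copper sulfate (700 uM final) for 20 hr at ambient temperature before luminescence reading.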
An asterisk follows results filed as active; ? = inconclusive; / = no result given; & = joins results of further samples; [ ] = dose if it differs, or a comment. Unless noted, calls come from the whole dose curve; as a rule, active = well fitted curve in the direction sought with a large enough effect; inconclusive = small, poorly fitted or top-dose-only effect, or another doubt; inactive = no such curve, though single readings can be large; an effect the other way counts as inactive or inconclusive. This is a subset; the hit share may differ from the screen's.

SMILES	ELG1 DNA repair	Menin-MLL TR inh	Rab9 prom act	MBNL1-CUG inh	Gal4-VP16 FLuc	Mito fusion act	KCNH2 3.1 inh	PKM2 activator	NPC1 promoter act	FLuc counter	RORgamma inh
Cc1cc(C)n(-c2nc(NC(C)C)nc(NC(C)C)n2)n1	2.9µM*	-7%	-2%	-6%	2.5µM*	-1%	-23	0%	0%	4%	0.56µM*
CC(C)(C)C1CCC(=NNC(=O)c2cc(-c3ccccc3)n[nH]2)CC1 (stereo unspecified)	10%	-4%	-7%	-15%	20µM*	7%	-8	2%	-3%	2%	11µM*
Oc1ccccc1-c1csc(-c2ccccc2)n1	?	-4%	?	12%	-15%	14%	-34	-22%	-5%	5.4µM*	?
CCn1c(SCC(=O)N2CCOCC2)nnc1-c1cccs1	-3%	5%	9%	6%	-5%	-3%	-7	6%	-1%	0%	16%
CC(=O)c1cccc(NC(=O)c2ccc(N(Cc3ccccc3C)S(C)(=O)=O)cc2)c1	26µM*	?	0%	-17%	6%	9%	4	-18%	-8%	-9%	?
COc1ccc([N+](=O)[O-])cc1NC(=O)c1ccc(CN(c2ccc(C)c(C)c2)S(C)(=O)=O)cc1	-9%	11%	-15%	1%	-6%	1%	7	1%	-5%	4%	-14%
CC(C)[C@H](NC(=O)N1c2ccccc2NC(=O)[C@@H]1C(C)C)C(=O)N[C@@H](C(=O)O)c1ccccc1	22%	0%	0%	0%	-2%	-2%	-2	-1%	-4%	8%	-13%
CCOC(=O)c1c(NC(=O)c2nc3n(n2)C(C(F)F)CC(C)N3)sc2c1CCCC2 (stereo unspecified)	-9%	1%	-12%	4%	?	1%	-8	9%	0%	3%	-23%
Nc1nnc(-c2ccccc2)c(-c2ccccc2)n1	1%	27%	3%	?	-5%	4%	0	2%	-3%	6%	-7%
Cc1nnc(-c2ccccc2)nc1N1CCOCC1	10%	1%	-5%	-8%	-2%	0%	10	1%	-1%	5%	-2%
Fc1ccc(-c2nnc(SCc3ncc(-c4ccccc4)o3)n2CC2CCCO2)cc1 (stereo unspecified)	-2%	-16%	0%	-2%	1%	3%	-8	-3%	2%	3%	-2%
CC1CCN(c2ccc3c(c2)S(=O)(=O)c2cccc(C(=O)NCc4ccc(F)cc4)c2C3=O)CC1	-27%	/	16%	/	/	-7%	-24	/	15%	-28%	/
Cc1ccc(C(=O)OCC(=O)Nc2sc3c(c2C#N)CCCC3)cc1NC(=O)c1ccco1	-8%	?	-3%	-1%	-5%	1%	-4	1%	0%	-13%	44%
CC/C(=N\NC(=O)Cc1ccc(Br)cc1)c1cccs1	-1%	?	9%	-1%	?	0%	6	3%	-2%	3%	-15%
COc1ccccc1N(C)S(=O)(=O)c1ccc(C(=O)O)cc1	10%	6%	-3%	-8%	-17%	5%	16	1%	-5%	-1%	19%
CC1CCN(C(=S)Nc2ccc3nc4n(c(=O)c3c2)CCCCC4)CC1	-18%	6%	-3%	-11%	-5%	-6%	-19	6%	-4%	-8%	28%
Cc1cc(-c2ccccc2)n2ncc(C#N)c2n1	15%	2%	-3%	11%	-2%	1%	4	0%	-1%	1%	-1%
CC1CCCC(NC(=O)COC(=O)[C@@H]2CC(O)CN2S(=O)(=O)c2ccc3c(c2)OCCO3)C1C (stereo partly specified)	6%	-12%	3%	-15%	0%	-3%	10	-1%	-4%	0%	2%
O=C(CSc1nc2ccccc2n1-c1ccccc1)NCC1CCCO1 (stereo unspecified)	-6%	-11%	-1%	-7%	-2%	1%	0	5%	-3%	-1%	17%
COc1ccc(NC(=O)CS(=O)(=O)c2ccccc2)cc1	19%	2%	12%	-12%	7%	-2%	10	1%	22%	-3%	17%
Cc1cc(NC(=O)CCC(=O)N(C(C(=O)NC(C)(C)C)c2ccccc2Cl)C(C)(C)C)no1 (stereo unspecified)	-9%	-15%	0%	-1%	-19%	-6%	-165*	/	1%	-1%	18%
COc1ccc(NC(=O)COn2nnc3ccc(Cl)cc32)cc1OC	-6%	6%	4%	5%	-4%	10%	-9	-20%	1%	0%	15%
CCc1ccc(NC(=O)CN2C(=O)CC(C)S(=O)(=O)c3ccccc32)cc1 (stereo unspecified)	19%	?	-3%	-5%	-14%	-8%	20	/	0%	-1%	27%
CC(C)CNC(=O)COC(=O)c1ccc2c(c1)C(=O)N(Cc1ccco1)C2=O	0%	-7%	-5%	?	-1%	-5%	1	6%	-2%	-2%	-23%
CCC(C)C(=O)Nc1cc(C(=O)OC)cc(C(=O)OC)c1 (stereo unspecified)	?	-3%	-3%	-5%	6%	-2%	8	0%	2%	-2%	-4%
CCn1c(-c2csc3c2CCC(C)C3)n[nH]c1=S (stereo unspecified)	5%	-10%	-5%	15%	2.8µM*	22%	-27	-9%	-2%	-1%	2µM*
Cc1c(NC(=O)Nc2ccc(Cl)cc2Cl)c(=O)n(-c2ccccc2)n1C	-9%	-8%	0%	-1%	18%	-2%	-5	-2%	-2%	-1%	22%
CCOc1ccc(N(CC(=O)Nc2c(C)n(C)n(-c3ccccc3)c2=O)S(=O)(=O)c2ccccc2)cc1	-8%	-13%	-2%	-2%	0%	-7%	4	5%	-3%	-2%	18%
COc1ccc2c(c1)c(C(=O)N/N=C/c1cccc(Br)c1)c(C)n2C	-8%	/	-4%	7%	1%	0%	-9	2%	-1%	-18%	-34%
O=C(NC1CCCCCCC1)c1cc(F)c(F)cc1Cl	?	1%	?	-1%	-17%	9%	-29	-2%	?	?	43%
CC(O)CNc1nc2c(c(=O)n(C)c(=O)n2C)n1Cc1cccc(C(F)(F)F)c1 (stereo unspecified)	-29%	6%	-5%	-10%	-6%	-4%	-4	3%	3%	0%	4%
Cc1ccc(C(=O)CSc2nnc(-c3cccs3)n2C)o1	21%	5%	0%	3%	16%	-2%	16	-4%	1%	1%	43%
COc1cccc(CNCC2CCCO2)c1 (stereo unspecified)	?	-3%	9%	-5%	7%	0%	24	-1%	3%	-1%	-5%
CCOC(=O)N1CCN(C(=O)C2CCN(S(=O)(=O)c3ccccc3)CC2)CC1	-11%	-4%	-6%	-1%	0%	2%	-19	1%	-3%	8%	-4%
COC(=O)[C@@H]1C[C@@]2(O)[C@@H](O)[C@@H](O)[C@@H](O)C[C@H]2N1Cc1ccc(C)s1	29%	-1%	-10%	-3%	7%&3%	10%	0	-3%&-2%	-1%	-1%	-13%&0%
CCOC(=O)N/N=C1\CC(C)CC(C)(C)C1 (stereo unspecified)	-7%	-5%	2%	1%	-4%	-4%	-3	-9%	-3%	-1%	15%
O=C(COc1ccc([N+](=O)[O-])cc1)Nc1ccc2[nH]c(=O)[nH]c2c1	16%	/	-3%	/	/	-2%	-5	/	-4%	7%	/
CCN(C(=S)NC(=O)c1ccccc1Br)C1CCCCC1	5%	0%	2%	4%[11.5 µM]	2.8µM*	2%	-9	-8%	0%	0%	1µM*
COC(=O)c1c(NC(C)=O)sc(C(=O)Nc2ccccc2)c1C	?	-11%	30%	?	?	0%	12	2%	27%	-19%	12%
Cc1c(NC2=NC3(CCCCC3)Cc3ccccc32)c(=O)n(-c2ccccc2)n1C	2%	-13%	1%	-2%	-8%	-1%	-24	-1%	-2%	2%	2%
Clc1ccc(CSc2cc3c(nn2)-c2ccccc2CC3)cc1Cl	?	6%	0%	-2%	?	13%	8	4%	-1%	-2%	34%
CCN(CC)CCN1C(=O)C(=O)/C(=C(/O)c2cnn(-c3ccccc3)c2C)C1c1cccs1 (stereo unspecified)	?	-7%	2.5µM*	9%	25%	-1%	/	-13%	4µM*	21µM*	?
Cc1ccc(-n2c(SCC(=O)N(C)C3CCS(=O)(=O)C3)nc3ccccc3c2=O)cc1 (stereo unspecified)	3%	-5%	1%	-1%	-2%	-6%	11	1%	0%	-1%	-37%
Cc1ccc(-n2nc3c(c2NC(=O)CC(C)C)CS(=O)(=O)C3)cc1	-3%	0%	4%	12%	1%	-8%	6	/	-5%	-1%	3%
O=C(NCc1ccc(Cl)cc1)C1CCCN1C(=O)Nc1ccccc1 (stereo unspecified)	-3%	7%	-4%	1%	20%	3%	-13	0%	1%	6%	-2%

Screening data from PubChem.
